Source: PubChem
EPAC1 antag = qHTS for Antagonist of cAMP-regulated guanine nucleotide exchange factor 3 (EPAC1): primary screen; EPAC1 GEF assay, Rap1b-BODIPY-GDP exchange fluorescence; Rap guanine nucleotide exchange factor 3 (Homo sapiens), O95398; Potency, µM (series often up to 115 µM), inactives show at the highest dose activity change, negative = inhibition, actives largely listed as inhibitors; AID 720709, 2013; hit rate 0.14% among 360,000;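 further: potency means the concentration at half of the fitted maximal effect; plate controls were vehicle for no effect and positive control for full effect; nearly all actives have a fitted effect of over 50% in size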
Target sequence (O95398 whole entry, looked up): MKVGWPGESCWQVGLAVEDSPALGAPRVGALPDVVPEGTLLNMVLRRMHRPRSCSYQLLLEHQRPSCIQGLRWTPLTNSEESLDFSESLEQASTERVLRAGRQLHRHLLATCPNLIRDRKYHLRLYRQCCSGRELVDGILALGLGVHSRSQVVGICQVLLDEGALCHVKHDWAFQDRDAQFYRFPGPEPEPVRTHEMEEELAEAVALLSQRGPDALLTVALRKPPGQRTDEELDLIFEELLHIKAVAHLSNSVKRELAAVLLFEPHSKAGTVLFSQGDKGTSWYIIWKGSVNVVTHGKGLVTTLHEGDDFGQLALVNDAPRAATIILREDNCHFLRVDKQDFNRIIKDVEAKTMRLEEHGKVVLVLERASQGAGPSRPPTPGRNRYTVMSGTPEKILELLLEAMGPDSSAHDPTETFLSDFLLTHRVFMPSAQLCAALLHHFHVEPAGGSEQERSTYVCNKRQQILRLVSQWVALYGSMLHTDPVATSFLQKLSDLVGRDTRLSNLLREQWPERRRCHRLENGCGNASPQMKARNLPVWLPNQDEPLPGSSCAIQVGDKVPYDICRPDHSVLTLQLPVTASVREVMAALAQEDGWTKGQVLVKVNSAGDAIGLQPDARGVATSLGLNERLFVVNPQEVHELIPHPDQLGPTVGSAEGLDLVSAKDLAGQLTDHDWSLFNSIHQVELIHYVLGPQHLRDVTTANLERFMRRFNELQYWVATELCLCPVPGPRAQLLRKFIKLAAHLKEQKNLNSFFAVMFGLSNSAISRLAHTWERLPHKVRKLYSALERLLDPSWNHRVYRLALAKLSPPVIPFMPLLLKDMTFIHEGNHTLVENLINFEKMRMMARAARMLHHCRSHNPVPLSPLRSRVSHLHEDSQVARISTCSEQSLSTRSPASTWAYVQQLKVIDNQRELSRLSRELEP
Abeta rescue = qHTS for compounds that reverse cellular toxicity of Amyloid beta (A-beta) peptide in yeast: Primary Screen; yeast expressing A-beta42, growth rescue, OD600, 48 h; response scale: 0% DMSO, 100% iron-clioquinol control; Potency, µM (top dose mostly 46.1 µM), inactives show top-dose growth rescue, hits mostly activators; hit rate 0.063% among 410,000; AID 1347071, 2019; further: potency means the concentration at half of the fitted maximal effect; nearly all actives have a fitted effect of over 55% in size
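Growth rescue measured by 600 nm absorbance after 48 h yeast culture at 30 C with compound. Values normalized between DMSO and an equimolar ferric chloride plus clioquinol control.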
EPAC1 ag = qHTS for Agonist of cAMP-regulated guanine nucleotide exchange factor 3 (EPAC1): primary screen. Potency, µM (doses to about 154 µM), without a hit: top-dose activation, most hits filed as activators. AID 720707, 2013. EPAC1 agonist qHTS, biochemical assay; response scale: 100% = response to 6.5 mM cAMP. Rap guanine nucleotide exchange factor 3 (Homo sapiens), O95398. hit rate 0.073% among 360,000; further: potency means the concentration at half of the fitted maximal effect; nearly all actives have a fitted effect of over 60% in size
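Compounds were pinned as a concentration titration into mixtures of EPAC1 (100 nM), BODIPY-GDP-loaded Rap1B (250 nM) and GDP (50 uM). After 5 min at room temperature, fluorescence was followed for 30 min; activity was scaled to 6.5 mM cAMP.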
WRN inhibitor = qHTS for Inhibitors of WRN Helicase. Bifunctional 3'-5' exonuclease/ATP-dependent helicase WRN (Homo sapiens), Q14191. WRN helicase unwinding, fluorescent forked duplex, kinetic. Potency, µM (titrated, usually from 114 µM), inactives show top-dose activity change, negative = inhibition, actives largely listed as inhibitors. hit rate 0.46% among 360,000; further: potency means the concentration at half of the fitted maximal effect; on the % scale 0 is the no-effect control and ±100 the full control effect; nearly all actives have a fitted effect of over 55% in size
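Fluorescence dequenching readout, ex 525 nm/em 598 nm, kinetic mode: forked duplex DNA (100 nM final) with adjacent fluorophore and quencher unwound by WRN (20 nM final) with 2 mM ATP. Compound preincubation 15 min, room temperature.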
IL-2 act = qHTS of IL-2 Activators | AID 652025, 2013 | IL-2 activation reporter assay, cell-based qHTS; stimulated with anti-CD3/CD4/CD28 beads; in transgenic mouse T cells | hit rate 0.065% among 360,000 | activation, % (series mostly up to about 46 µM); in the data active means activation above about 50%; inconclusive means mostly about 30% to 49%; further: 0% is about no effect
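Quantitative HTS in unstimulated transgenic mouse T cells, with memory T cells as non-tolerant control and PMA/ionomycin as tolerance-bypass control. Compound pretreatment lasted 60 minutes before 18 h bead stimulation; EGFP/DsRed fluorescence read.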
PI5P4Ka inh = qHTS for Inhibitors of phosphatidylinositol 5-phosphate 4-kinase (PI5P4K) | Phosphatidylinositol 5-phosphate 4-kinase type-2 alpha (Homo sapiens), P48426 | hit rate 1.2% among 330,000 | PI5P4Kalpha enzyme, ADP-Glo luminescence, 60 min; hits give low values | AID 652105, 2013 | max response, %; active means max response of -50% or lower; inconclusive means between -30% and -50%; inactive means -30% or higher; further: value at the top dose of about 77 µM; on the % scale 0 is the no-effect control and ±100 the full control effect
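Enzyme plus substrate dispensed, test compounds pinned in, then ATP (5 microM final) added. After 60 min at RT, ADP-Glo reagent 1 for 45 min and reagent 2 for 30 min preceded luminescence imaging.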
FUS suppressor = qHTS for Suppressors of FUS Proteinopathy: Primary screen using FUS-linked yeast assay | hit rate 0.24% among 390,000 | AID 1347120, 2019 | Potency, µM (series often up to 76.6 µM), for inactives: at the highest dose growth rescue (activation), usual class: activators | S. cerevisiae FUS-expressing, growth rescue, OD600, 24 h;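 further: potency means the concentration at half of the fitted maximal effect; plate controls were DMSO vehicle for no effect and reference control for full effect; nearly all actives have a fitted effect of over 55% in size; some results filed as inactive show a strong effect at the top dose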
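Cultures pregrown in 2.5% raffinose medium are shifted to minimal medium containing 2% galactose to express toxic FUS. Compounds are tested at several concentrations. After 24hr at 30C, growth is quantified at 600 nm absorbance.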
PLK1 PBD inh = qHTS for Inhibitors of PLK1-PDB (polo-like kinase 1 - polo-box domain): Primary Screen; hit rate 2.8% among 360,000; AID 720504, 2013; Potency, µM, without a hit: max response, negative = inhibition, most hits filed as inhibitors; Plk1 PBD binding of FITC phosphopeptide, fluorescence polarization; further: potency means the concentration at half of the fitted maximal effect; series mostly up to about 57 µM; on the % scale 0 is the no-effect control and ±100 the full control effect; nearly all actives have a fitted effect of over 65% in size
* = called active by the depositor; u = inconclusive; x = no result given; & = joins results of further samples; [ ] = dose if it differs, or a comment. Unless noted, the call rests on the fitted dose curve; in most records, active means well fitted curve in the direction sought with a large enough effect; inconclusive means small, poorly fitted or top-dose-only effect, or another doubt; inactive means no such curve, though single readings can be large; an effect the other way counts as inactive or inconclusive.

SMILES	EPAC1 antag	Abeta rescue	EPAC1 ag	WRN inhibitor	IL-2 act	PI5P4Ka inh	FUS suppressor	PLK1 PBD inh
O=C(Nc1ccccc1N1CCCC1)c1ccc(N2CCCC2=O)cc1	-8%	3%	-2%	-8%	0.4	-1	7%	-3%
O=S(=O)(c1ccc2nc(-c3ccco3)c(-c3ccco3)nc2c1)N1CCOCC1	u	-4%	-2%	u	-0.2	-78*	36%	u
CCOC(=O)c1cnc(-n2nc(C)cc2C)nc1Nc1cccc(C(C)=O)c1	6%	6%	1%	-1%	2.5	-2	1%	-1%
CC(C)(C)c1ccc(OCCn2nc(C(=O)O)c3ccccc3c2=O)cc1	-24%	-14%	18%	-5%	-0.2	0	u	-8%
COc1cc(NC(=O)c2cc(S(=O)(=O)N3CCCCC3)c[nH]2)cc(OC)c1	1%	-9%	-3%	-4%	1.4	2	-7%	4%
CCCCNC(=S)Nc1cccc(S(=O)(=O)NC2=NCCC2)c1	-8%	-2%	-6%	-13%	0.3	3	6%	-14%
CCCn1c(SCC(=O)NC)nc2sc3c(c2c1=O)CCC3	0%	-16%	-3%	-17%	-1.1	-3	-3%	-2%
COc1cccc(C(=O)NCC(=O)OCC(=O)C(C)(C)C)c1	-4%	-8%	1%	2%	0.2	2	-11%	-2%
Cc1ccc(NC(=O)c2cc(-c3ccc(C)o3)nc3ccccc23)cc1	-3%	-39%[inhibitor]	5%	u	-2.1	x	u	u
c1ccc(-c2n[nH]c(-c3ccccn3)n2)nc1	1%&11%	4%&-1%	0%&-3%	-9%&14%	-4.0&-3.2	-10	-9%&2%	-4%&2%
C/C(CC(=O)Nc1ccc(Cl)cc1C(F)(F)F)=N\NC(=O)c1ccccn1	-12%	0%	2%	-6%	-3.5	1	17%	-7%
OC(c1ccccc1)c1ncc(-c2ccccc2F)[nH]1 (stereo unspecified)	18%	11%	2%	-10%	2.7	5	-22%	-4%
CCOC(=O)c1ccc(NS(=O)(=O)c2ccc3c(c2)NC(=O)CCS3)cc1	0%	-2%	-15%	2%	-0.3	3	16%	-6%
Cc1ccc(S(=O)(=O)NC2c3cccc4cccc(c34)C2Sc2n[nH]c(N)n2)cc1 (stereo unspecified)	2%	-3%	3%	-1%	-1.3	-11	25%	43%[activator]
CS(=O)(=O)N1CCN(c2ccc(NC(=O)COc3ccccc3)cc2)CC1	-23%	-6%	3%	4%	0.1	4	2%	0%
CCC1CCCCN1CC(=O)Nc1cc(OC)c(OC)cc1C#N (stereo unspecified)	-2%	-10%	-15%	12%	-4.1	0	-7%	-1%
CCCCN(C(=O)c1cc(-c2ccco2)nc2ccccc12)c1c(N)n(CCCC)c(=O)[nH]c1=O	-19%	-3%	0%	u	1.2	-57*	8%	-24%
CCOc1cccc(C(=O)NNC(=O)CCC(=O)O)c1	-11%	19%	6%	-30%[57.1 µM]	2.2	1	-12%	-5%
CCOC(=O)c1c(CNCCN(CC)CC)n(C)c2cc(Br)c(OC)cc12	-10%	-13%	4%	-16%	0.6	-17	3%	-12%
O=C1CCN(C(=O)/C=C/c2ccccc2)c2ccccc21	-1%	-5%	6%	-3%[57.1 µM]	-0.4	-7	-13%	-4%

Single records, from the list above. Order of screens: EPAC1 antag	Abeta rescue	EPAC1 ag	WRN inhibitor	IL-2 act	PI5P4Ka inh	FUS suppressor	PLK1 PBD inh
Shown for CS(=O)(=O)N1CCN(c2ccc(NC(=O)COc3ccccc3)cc2)CC1 = -23%	-6%	3%	4%	0.1	4	2%	0%
Shown for CCOC(=O)c1ccc(NS(=O)(=O)c2ccc3c(c2)NC(=O)CCS3)cc1 = 0%	-2%	-15%	2%	-0.3	3	16%	-6%

Later entries.
SMILES	EPAC1 antag	Abeta rescue	EPAC1 ag	WRN inhibitor	IL-2 act	PI5P4Ka inh	FUS suppressor	PLK1 PBD inh
CC1=C(C(=O)OCC2CCCO2)C(c2ccccc2)C2=C(CCCC2=O)N1 (stereo unspecified)	-10%	-24%	6%	5%	-0.5	6	-16%	6%
CC(Oc1ccc(NC(=O)c2ccco2)cc1)C(=O)N1c2ccccc2CC1C (stereo unspecified)	-9%	6%	-1%	-1%	-1.8	1	21%	-3%
CCOC(=O)c1oc2ccc(CNC3CCCCC3)c(Cl)c2c1C	-3%	-14%	10%	6%[57.1 µM]	-0.7	x	-4%	-5%
CC(C)C(NC(=O)c1ccc(F)cc1)C(=O)N1CCN(c2ccccn2)CC1 (stereo unspecified)	20%	9%	4%	-1%	1.7	-9	-30%	0%
O=S(=O)(NCc1ccncc1)c1ccc(Br)s1	-7%	-1%	9%	7%	-3.1	2	-10%	-17%
CCCn1c(SC(C)C(=O)O)nc2ccccc21 (stereo unspecified)	-1%	-4%	-1%	13%	-3.5	-3	5%	-3%
CCCN1CNC(=S)N(c2ccccc2OC)C1	1%	7%	-4%	-3%	-1.7	-6	x	-5%
Cc1ccc(-n2nc3c(=O)n(CCCC(=O)NCc4ccccc4Cl)nc(C)c3c2C)cc1	-1%	-1%	-15%	2%	0.0	0	-5%	3%
COc1ccc(NC(=O)CN2CCN(S(=O)(=O)c3ccc(F)cc3)CC2)cc1Cl	-8%	17%[9.22 µM]	14%	-16%	-1.0	4	-46%	1%
COc1ccccc1-c1cc(C(=O)NC(C)c2ccccc2)no1 (stereo unspecified)	-7%	-26%	27%	-8%	-2.9	x	13%	-2%
CC(C)(C)C(=O)Nc1ccc(S(=O)(=O)NC2=NCCCCC2)cc1	7%	8%	9%	5%	6.7	3	-19%	-5%
COc1cccc(-c2nnc(-c3ccco3)o2)c1	-12%	0%	4%	1%	1.5	-29	29%	30µM*
CCCn1cnc2c(SCc3ccc(Cl)cc3)nc(N)nc21	-6%	-25%	3%	-8%	-1.5	-5	x	1%
CCCCOc1ccc(-c2cc(C(=O)NNC(=S)NCC)c3ccccc3n2)cc1	-10%	-73%[inhibitor]	-15%	-19%	-2.5	x	50%	-21%
Cc1noc(C)c1C(=O)OC(C)C(=O)Nc1ccc([N+](=O)[O-])cc1C(F)(F)F (stereo unspecified)	-1%	-4%	-4%	-8%	-0.2	0	-15%	4%
CCCCN(N=Nc1nonc1OC)c1nonc1OC	-9%	-6%	0%	1%	0.8	12	12%	-2%
CCn1c(O)c(/C=N/N=C2CCCC2)c2ccc(C3=NNC(=O)CC3)cc21	8%	16%	-1%	-16%	-0.3	1	18%	-3%
CC1=C(C(=O)N2CCOCC2)CC(CC(=O)NCCN2CCOCC2)C(=O)N1CCC1=CCCCC1 (stereo unspecified)	17%	-7%	-2%	1%	2.2	2	-23%	2%
O=C(Nc1ccc2c(c1)OCCO2)c1cc2sccc2n1Cc1ccccc1	0%	u	-8%	-3%	-0.3	1	15%	-1%
CC(=O)N1CCN(C(=O)COc2ccccc2C(=O)Nc2ccccc2)CC1	3%	-3%	8%	1%	2.0	3	-2%	-4%
O=C(O)c1ccccc1NC(=O)c1ccccc1Nc1ccccc1	-28%	-19%	-17%	-13%	0.4	-2	-7%	30µM*
CCCc1c(O)nc(SC2CC(=O)N(c3ccc(C)c(Cl)c3)C2=O)[nH]c1=O (stereo unspecified)	-20%	-9%	0%	7%	0.0	0	-6%	-1%
O=C(O)CSc1nnnn1C1CCCCC1	-10%	-17%	0%	0%	-0.4	u	-12%	15µM*
Cn1cc(CN2CCC(C(=O)Nc3ccc(Oc4ccccc4F)cc3)CC2)cn1	-1%	7%	-4%	3%	-2.5	3	-12%	-11%
O=C(Nc1cccc(Cl)c1)C1CCCN(S(=O)(=O)c2ccc(F)cc2)C1 (stereo unspecified)	1%	u	9%	-14%	-0.9	x	3%	-1%
CC1CCCCC1NC(=O)CO/N=C/c1ccc(OC(F)F)cc1 (stereo unspecified)	8%	-15%	-8%	4%	0.4	23	24%	-7%
CC(C)c1ccc(NC2(C#N)C(=O)Nc3ccccc32)cc1 (stereo unspecified)	1%	-1%	-1%	2%	0.3	11	9%	-6%
CC(=O)Nc1ccc(NC(=O)N2CCOCC2)cc1	12%	-8%	1%	5%	-2.7	3	-19%	-1%
Cc1ccc(-c2cc(C(F)F)n3ncc(C(=O)NN4CCCCC4)c3n2)cc1	-11%	-10%	-5%	1%	-3.3	-3	9%	-3%
C=CCc1ccc(OCCOCCN(C)C)c(OC)c1	-9%	-17%	-4%	15%	-3.1	3	-2%	-4%
Cn1c(Cc2ccccc2)nnc1SCCC(=O)Nc1ccccc1	-6%	10%[9.22 µM]	6%	-31%	1.3	-8	-38%	-7%
CCn1cc(C(=O)NCc2ccccc2)c(=O)c2cc(F)c(N3CCN(C(=O)c4ccco4)CC3)cc21	-7%	-11%	8%	-9%[57.1 µM]	-0.6	-22	-5%	-2%
CCCN(CC1CC1)C(=S)Nc1ccc(C(C)=O)cc1	-4%	2%	-14%	-1%	-1.9	1	1%	-22%
CC(C)(C)OC(=O)Nc1ccccc1-n1nnnc1C(C(=O)c1ccc(F)cc1)N1CCN(c2ccccn2)CC1 (stereo unspecified)	-2%	u	13%	-2%	0.8	7	21%	-13%
COc1cccc(C(=O)NCCS(=O)(=O)NCc2ccc(Cl)cc2)c1	-9%	17%	-8%	-3%	-3.7	12	-4%	-13%
O=C(Nc1c2c(nn1-c1ccccc1)CS(=O)C2)c1ccc(Br)o1 (stereo unspecified)	-14%	-7%	-16%	-17%	1.7	2	13%	-5%
CCC(=O)c1ccc(OCC(=O)OCC(=O)Nc2cccc(S(=O)(=O)N3CCCC3)c2)cc1	15%	1%	11%	2%	0.6	-9	21%	4%
CCNc1nc(OC)nc(N(OC)S(=O)(=O)c2ccc(C)cc2)n1	3%	8%	0%	-5%	-1.6	3	-12%	1%
COc1cccc(C(=O)Nc2cc(C)on2)c1	10%	-3%	-2%	0%	-1.5	-2	-18%	-8%
